Compound activity from PubChem.
Pf Dd2 inh: Plasmodium falciparum Dd2 growth inhibition | Potency, µM (doses to about 28.9 µM), for inactives: at the top dose activity, negative = inhibition, actives largely listed as inhibitors | actives 4.3% (n = 120,000) | P. falciparum Dd2 growth, SYBR Green, 72 h; active = well fitted inhibition curve with a large enough effect; inconclusive = small, poorly fitted or top-dose-only effect; inactive = no such curve, though single readings can be large or run the other way;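 also: plate controls were DMSO vehicle for no effect and reference drug for full effect; nearly all actives have a fitted effect of over 65% in size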
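Readout: SYBR Green fluorescence, 485 nm excitation, 535 nm emission, after ~16 h lysis at 37C. Before that, Dd2-infected red cells (2.5% hematocrit) grew 72 h with compound, 29 uM top final concentration.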
The depositor's hits bear a star; [ ] = dose if it differs, or a comment. Potency is read from the fitted curve at half-maximal effect.

How did COc1ccc(-c2noc([C@@H]3C[C@H](NS(=O)(=O)c4cccs4)CN3C)n2)cc1 do in these assays?
Pf Dd2 inh: inconclusive

How did Cc1cccc(N2CCN(C(c3ccccc3)c3nnc(-c4ccccc4F)o3)CC2)c1C (stereo not given) do in these assays?
Pf Dd2 inh: inconclusive

Results for Cc1nn(C)c(C)c1CCC(=O)NCCc1ncc(C)n1C1CC1 ?
Pf Dd2 inh: inconclusive

How did Cc1cccc(Cc2c(C)nc3nc(SCC(=O)NCc4ccccc4)nn3c2C)c1 do in these assays?
Pf Dd2 inh: 2%

How did CN1CC(=O)N(C2CCCC2)Cc2c(NC3CC3)ncnc21 do in these assays?
Pf Dd2 inh: -7%

How did CCc1noc(-c2cccn3c(CNC(=O)CCc4ccc(OC)cc4)nnc23)n1 do in these assays?
Pf Dd2 inh: inconclusive

How did COc1ccccc1CNC(=O)CCc1c(C)nc2c(c(C)nn2-c2ccc(C)c(C)c2)c1C do in these assays?
Pf Dd2 inh: inconclusive

What do the screens show for `CCc1ccc(Cn2nnc(C(=O)Nc3ccc(C)cc3)c2N)cc1`?
Pf Dd2 inh: -23%

What do the screens show for `CCc1c(C)cc(C(=O)N[C@@H]2[C@@H](Cc3ccccc3)[C@H]3OCC[C@@H]23)c(=O)n1C`?
Pf Dd2 inh: -16%

How did Cc1cccc(CNC(=O)C(=O)Nc2ccccc2C)c1 do in these assays?
Pf Dd2 inh: 11%

How did N#Cc1ccccc1NS(=O)(=O)c1ccc(N2CCCCS2(=O)=O)cc1 do in these assays?
Pf Dd2 inh: inactive

What do the screens show for `COc1cccc(C(=O)N2C(C(=O)NC3CC3)COC23CCN(C(=O)c2ccc(Cl)cc2)CC3)c1` (stereo not given)?
Pf Dd2 inh: -24%

What do the screens show for `COc1ccc(OC)c(NC(=O)Cn2ccn(-c3ccc(F)cc3)c(=O)c2=O)c1`?
Pf Dd2 inh: 57%[activator]

What do the screens show for `CCC(c1cn2cccnc2n1)n1ccnc1-c1cc2n(n1)CCCNC2` (stereo not given)?
Pf Dd2 inh: inactive

How did Cc1cc(CC(=O)N2C[C@@H](COCC3CC3)[C@H](c3ccncc3)C2)on1 do in these assays?
Pf Dd2 inh: -6%

Results for CCCNc1ccc(-c2nc(-c3ccco3)no2)cc1[N+](=O)[O-] ?
Pf Dd2 inh: 19%

Results for Cc1cc(CNC(=O)Cc2nonc2C)c2[nH]c(-c3ccccc3)c(C)c2c1 ?
Pf Dd2 inh: 2%

What do the screens show for `CN1C(=O)C2CCCCN2c2ccc(C(=O)NCc3ccccc3Br)cc21` (stereo not given)?
Pf Dd2 inh: 0%

How did CCN(CC)S(=O)(=O)c1ccc2c(c1)N(CC(=O)Nc1c(C)cccc1C)C(=O)CO2 do in these assays?
Pf Dd2 inh: 56%[activator]

What do the screens show for `Cc1cc(=O)n2nc(N3CCC(C(=O)NCc4ccc(Cl)cc4)CC3)sc2n1`?
Pf Dd2 inh: -13%

Results for CN1C(=O)C2(SCC(=O)N2c2ccc(Cl)cc2)c2ccccc21 (stereo not given) ?
Pf Dd2 inh: inactive

Results for Cc1sc2cc(C(=O)NCc3ccncc3)[nH]c2c1CN1CCCCC1 ?
Pf Dd2 inh: inactive

How did COCCN1Cc2ccc(NCC(C)C)nc2C(C)(C(=O)Nc2ccccc2)C1 (stereo not given) do in these assays?
Pf Dd2 inh: inconclusive

Results for COc1cccc(-c2cc(C3CCN(C(=O)c4ccc(Cl)cc4)CC3)[nH]n2)c1 ?
Pf Dd2 inh: -22%

What do the screens show for `COc1ccc(C)cc1NC(=O)c1oc2ccc(S(=O)(=O)N3CCOCC3)cc2c1C`?
Pf Dd2 inh: 33%[activator]

What do the screens show for `Cc1nc2ccccc2n1Cc1cc(C(=O)N(C)CCOc2ccccc2)n[nH]1`?
Pf Dd2 inh: -16%

Results for CCc1ccc(NC(=O)CCNC(=O)Cn2cnc3ccccc3c2=O)cc1 ?
Pf Dd2 inh: 81%[activator]

Results for COCCN1C(=O)c2ccccc2C(C(=O)Nc2cc(OC)ccc2OC)C12CCCC2 (stereo not given) ?
Pf Dd2 inh: inactive

How did Fc1ccccc1CCNc1cc(Cl)nc2ccnn12 do in these assays?
Pf Dd2 inh: -28%[44.1 µM]

Results for Cc1nc([C@@H]2CN(C(=O)CCc3nc4ccccc4s3)C[C@H]2C(N)=O)n[nH]1 ?
Pf Dd2 inh: -13%

Results for COc1cc(C(=O)CC2(O)C(=O)N(Cc3ccccc3Cl)c3ccccc32)cc(OC)c1OC (stereo not given) ?
Pf Dd2 inh: 10%

How did O=C(Cc1ccc(C(F)(F)F)cc1)N1CC(COc2ccccc2)C2(C1)CN(C(=O)c1cn[nH]c1)C2 (stereo not given) do in these assays?
Pf Dd2 inh: inactive

Results for CCOc1ccccc1NC(=O)N1CCN(C)c2ncccc21 ?
Pf Dd2 inh: 12%

What do the screens show for `Cc1ccccc1Cn1cc(-c2ccncc2)cc1C(=O)N1CCN(C2CCCCC2)CC1`?
Pf Dd2 inh: inconclusive

Results for CNC(=O)CCn1ncc2cc(OC3CCc4cccc(-c5ccnc(C)c5)c43)ccc21 (stereo not given) ?
Pf Dd2 inh: 0%[44.1 µM]

How did CCc1ccc(CNC(=O)c2ccc3c(c2)nc2n3CCC(C)C2)cc1 (stereo not given) do in these assays?
Pf Dd2 inh: 13%

How did Cc1ccc(CCNC(=O)C2CCCN(S(=O)(=O)c3ccc4c(c3)oc(=O)n4C)C2)cc1 (stereo not given) do in these assays?
Pf Dd2 inh: 2%

Results for Cc1ccc(NC(=O)NCCc2ncc(C)n2CC2CC2)cc1C ?
Pf Dd2 inh: inactive

How did O=C1CCN(S(=O)(=O)c2ccccc2)CCCN(S(=O)(=O)c2ccccc2)CCN1 do in these assays?
Pf Dd2 inh: -22%

Results for COc1cc(-c2nc3cccc(C)n3c2Nc2ccc3c(c2)OCCO3)ccc1O ?
Pf Dd2 inh: -19%

Results for COc1cc(C(=O)NCCc2csc(-c3ccc(Cl)cc3)n2)cc(OC)c1OC ?
Pf Dd2 inh: inactive

Results for COc1ccc(C(=O)Nc2cc(-c3nc4ccccc4s3)ccc2OC)cc1 ?
Pf Dd2 inh: inconclusive

How did Cc1ccc(NC(=O)N2CCCC(Cn3cnc4cccnc43)C2)cc1C (stereo not given) do in these assays?
Pf Dd2 inh: -3%

Results for CN1CC(=O)N(c2ccccc2F)Cc2c(NCC(C)(C)C)ncnc21 ?
Pf Dd2 inh: 1%

What do the screens show for `CN(Cc1nc2ccc(F)cc2[nH]1)C(=O)CCc1cc2n(n1)CCCNC2`?
Pf Dd2 inh: -11%

What do the screens show for `Cc1cc2c(cc1NS(=O)(=O)c1cccc(C#N)c1)n(C)c(=O)c(=O)n2C`?
Pf Dd2 inh: inactive

How did C=C[C@H]1CN2CC[C@H]1C[C@@H]2CNS(=O)(=O)c1cccc(C#N)c1 do in these assays?
Pf Dd2 inh: inconclusive

What do the screens show for `COc1cc(NC(=O)CCN2CCCCCC2=O)ccc1NC(=O)C(C)(C)C`?
Pf Dd2 inh: -21%

Results for O=C(c1cccc(F)c1)N1CCN(C(=O)c2nnn3c2COC(c2ccc(Cl)cc2)C3)CC1 (stereo not given) ?
Pf Dd2 inh: -15%

How did O=C(Cc1cccc(F)c1)N1CCC2(CC1)NC(=O)N(Cc1ccccc1)C2=O do in these assays?
Pf Dd2 inh: -12%

Results for CCc1ccc(CNC(=O)c2cc(-c3ccc(Cl)s3)nc3ccccc23)cc1 ?
Pf Dd2 inh: 4%

How did CCCCCCNC(=O)Cc1csc2nc(C)c(-c3cc(C)n(-c4cccc(C)c4)n3)c(=O)n12 do in these assays?
Pf Dd2 inh: 2µM*

How did CC(=O)Nc1cccc(NC(=O)CSc2cn(CC(=O)N(C(C)C)C(C)C)c3ccccc23)c1 do in these assays?
Pf Dd2 inh: inconclusive

How did COc1cc(NC(=O)Cn2nc(-c3ccc(C)c(C)c3)ccc2=O)cc(OC)c1 do in these assays?
Pf Dd2 inh: -2%

What do the screens show for `O=C(NCCCc1ncc[nH]1)c1ccc(OC2CCN(C(=O)C3CC3)CC2)cc1`?
Pf Dd2 inh: -5%

How did COc1ccc(-c2noc([C@@H]3Cc4nc[nH]c4CN3C(=O)CC(C)(C)CC(=O)O)n2)cc1 do in these assays?
Pf Dd2 inh: inconclusive

How did COc1ccc(-c2cc(-c3c(C)noc3C)c3cncn3c2)cc1OC do in these assays?
Pf Dd2 inh: 7.1µM*

Results for CC(=O)c1cccc(NC(=O)c2sc(-n3nc(C)c(Cc4ccc5c(c4)OCO5)c3C)nc2C)c1 ?
Pf Dd2 inh: inactive

What do the screens show for `COc1ccc(C)cc1NC(=O)Cn1ccn2nc(-c3ccc(F)cc3)c(CO)c2c1=O`?
Pf Dd2 inh: -22%

What do the screens show for `CN(C)C[C@@H]1CN(C(=O)c2ccc3c(c2)OCC(=O)N3)C[C@@H]1CO`?
Pf Dd2 inh: -3%

10 entries already listed, ordered by formula weight, largest number first:
Results for CC(=O)c1cccc(NC(=O)c2sc(-n3nc(C)c(Cc4ccc5c(c4)OCO5)c3C)nc2C)c1 ?
Pf Dd2 inh: inactive

How did CCCCCCNC(=O)Cc1csc2nc(C)c(-c3cc(C)n(-c4cccc(C)c4)n3)c(=O)n12 do in these assays?
Pf Dd2 inh: 2µM*

Results for O=C(c1cccc(F)c1)N1CCN(C(=O)c2nnn3c2COC(c2ccc(Cl)cc2)C3)CC1 (stereo not given) ?
Pf Dd2 inh: -15%

How did COc1ccc(-c2noc([C@@H]3Cc4nc[nH]c4CN3C(=O)CC(C)(C)CC(=O)O)n2)cc1 do in these assays?
Pf Dd2 inh: inconclusive

What do the screens show for `COc1ccc(C)cc1NC(=O)Cn1ccn2nc(-c3ccc(F)cc3)c(CO)c2c1=O`?
Pf Dd2 inh: -22%

Results for CCc1ccc(CNC(=O)c2cc(-c3ccc(Cl)s3)nc3ccccc23)cc1 ?
Pf Dd2 inh: 4%

How did COc1cc(NC(=O)Cn2nc(-c3ccc(C)c(C)c3)ccc2=O)cc(OC)c1 do in these assays?
Pf Dd2 inh: -2%

What do the screens show for `COc1cc(NC(=O)CCN2CCCCCC2=O)ccc1NC(=O)C(C)(C)C`?
Pf Dd2 inh: -21%

How did COc1ccc(-c2cc(-c3c(C)noc3C)c3cncn3c2)cc1OC do in these assays?
Pf Dd2 inh: 7.1µM*

What do the screens show for `CN(C)C[C@@H]1CN(C(=O)c2ccc3c(c2)OCC(=O)N3)C[C@@H]1CO`?
Pf Dd2 inh: -3%

(cont.)
Results for O=C(c1ccc(CN2C(=O)NC3(CCS(=O)(=O)CC3)C2=O)cc1)N1CCOCC1 ?
Pf Dd2 inh: -13%

How did O=C(N[C@@H]1CN(c2ccncn2)C[C@H]1CO)c1ccco1 do in these assays?
Pf Dd2 inh: 14%

How did Cc1ccc(C(=O)N2CCC(n3cc(-c4nc(C)no4)nn3)C2)cc1 (stereo not given) do in these assays?
Pf Dd2 inh: inactive

Results for Cc1ccc(C(=O)COC(=O)c2cc(-c3cccs3)nc3ccccc23)cc1 ?
Pf Dd2 inh: inactive

Results for Cc1cc(N2CCN(Cc3ccc(F)c(F)c3)C(CCO)C2)nc(N)n1 (stereo not given) ?
Pf Dd2 inh: inconclusive

How did CN1CCNc2nc(CNc3cccc(F)c3)n(Cc3ccccc3)c2C1=O do in these assays?
Pf Dd2 inh: inactive

How did O=C(Cc1ccc(Cl)cc1)NC1CCN(c2cc(-c3ccc(F)cc3)[nH]n2)CC1 do in these assays?
Pf Dd2 inh: inactive

What do the screens show for `COc1ccccc1-c1ncnn1-c1sc2c(c1C#N)CCCCC2`?
Pf Dd2 inh: 85%[activator]

How did O=C(c1ccccn1)N1CCC2(CC1)CN[S+](=O)([O-])c1ccccc1N2 do in these assays?
Pf Dd2 inh: 10%

How did CCN(C1CCOCC1)C1CN(C(=O)c2cnccn2)C1 do in these assays?
Pf Dd2 inh: 19%

What do the screens show for `COc1ccc(Cn2ccnc2SCC(=O)NCc2ccccc2)cc1`?
Pf Dd2 inh: inactive

What do the screens show for `Cc1ccc(OCC(=O)N2CC(C(=O)NCCc3ccncc3)C3(CCOCC3)C2)cc1` (stereo not given)?
Pf Dd2 inh: inconclusive

Results for CCCNC(=O)N1Cc2ccccc2OC2(CCN(C)CC2)C1 ?
Pf Dd2 inh: inactive

Results for Cn1ncc2c(N3CCN(c4ccccc4F)CC3)ncnc21 ?
Pf Dd2 inh: 2%

How did C[C@@H]1CN(C(=O)c2ccc(Cn3cnnn3)cc2)C[C@@]1(O)C1CCC1 do in these assays?
Pf Dd2 inh: 9%

Results for Cc1ccc(-c2nc(CNC(=O)C(C)CN)[nH]c2-c2ccccn2)cc1 (stereo not given) ?
Pf Dd2 inh: inconclusive

Results for COc1ccc(N2CCN(C(=O)c3cc4c(=O)oc5ccc(C)cc5c4s3)CC2)cc1 ?
Pf Dd2 inh: 63%[activator]

How did CC(C)CCCC1CN(C(=O)CCN2CCCO2)CCO1 (stereo not given) do in these assays?
Pf Dd2 inh: 0%

What do the screens show for `CN1C(=O)C(CC(=O)NC2CCCCC2)Sc2ncccc21` (stereo not given)?
Pf Dd2 inh: -1%

How did Cc1cc(C(=O)N2C[C@@H](CO)[C@H](c3ccccn3)C2)on1 do in these assays?
Pf Dd2 inh: 29%

Results for NC(=O)CC1=C2CCCCC2N(Cc2ccccc2)C1=O (stereo not given) ?
Pf Dd2 inh: 15%

How did Cc1ccc(-c2cc(C(=O)NCc3ccccc3)c3c(-c4ccc(C)cc4)[nH]nc3n2)cc1 do in these assays?
Pf Dd2 inh: 13%

How did CCc1ccc(NC(=O)CSc2ccc(-c3cccs3)nn2)cc1 do in these assays?
Pf Dd2 inh: 14%

How did CC(C)CCN1CCOc2cc(C(=O)Nc3ccc4cn[nH]c4c3)ccc2C1 do in these assays?
Pf Dd2 inh: inconclusive

How did N#Cc1ccc(C(=O)Nc2ccc([C@@H](O)[C@H]3COCC(=O)N3Cc3ccccc3F)cc2)cc1 do in these assays?
Pf Dd2 inh: inconclusive

How did Cc1ccc(C(=O)N2CCc3nc(C(C)C)nc(-c4ccc(O)cc4)c3CC2)cc1 do in these assays?
Pf Dd2 inh: inconclusive

A portion of the library; rates above refer to the full screens.
